Screening data (PubChem BioAssay)
RXFP1 agonist = agonists of human relaxin receptor RXFP1; HEK293T-RXFP1 cAMP TR-FRET, 30 min; response scale: percent of porcine relaxin response, buffer zero; Potency, µM (titrated, usually from 57.5 µM), for the others: at the highest dose activation, most hits filed as activators; hit rate 0.3% among 370,000; also: potency is read from the fitted curve at half-maximal effect; % is scaled to controls: 0 for no effect and ±100 for the full control effect; nearly all actives have a fitted effect of over 60% in size; many of its hits are not listed in these tables
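cAMP rise read by TR-FRET after 30 min, 37C compound exposure (up to 58 uM) in RXFP1-transfected HEK293 cells with Ro 20174 present. EC50 from Hill-equation fits, with 29 nM porcine relaxin as 100% and buffer as basal.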
USP1 inh = inhibitors of human USP1/UAF1 deubiquitinase | O94782 | recombinant USP1/UAF1, Ub-Rhodamine cleavage fluorescence | Potency, µM (highest dose often 57.1 µM), inactives show at the top dose activity change, negative = inhibition, hits mostly inhibitors | hit rate 0.23% among 390,000 | AID 743255; also: potency is read from the fitted curve at half-maximal effect; % is scaled to controls: 0 for no effect and ±100 for the full control effect; nearly all actives have a fitted effect of over 60% in size; inactives centre near -12
Target sequence (O94782 whole entry, looked up): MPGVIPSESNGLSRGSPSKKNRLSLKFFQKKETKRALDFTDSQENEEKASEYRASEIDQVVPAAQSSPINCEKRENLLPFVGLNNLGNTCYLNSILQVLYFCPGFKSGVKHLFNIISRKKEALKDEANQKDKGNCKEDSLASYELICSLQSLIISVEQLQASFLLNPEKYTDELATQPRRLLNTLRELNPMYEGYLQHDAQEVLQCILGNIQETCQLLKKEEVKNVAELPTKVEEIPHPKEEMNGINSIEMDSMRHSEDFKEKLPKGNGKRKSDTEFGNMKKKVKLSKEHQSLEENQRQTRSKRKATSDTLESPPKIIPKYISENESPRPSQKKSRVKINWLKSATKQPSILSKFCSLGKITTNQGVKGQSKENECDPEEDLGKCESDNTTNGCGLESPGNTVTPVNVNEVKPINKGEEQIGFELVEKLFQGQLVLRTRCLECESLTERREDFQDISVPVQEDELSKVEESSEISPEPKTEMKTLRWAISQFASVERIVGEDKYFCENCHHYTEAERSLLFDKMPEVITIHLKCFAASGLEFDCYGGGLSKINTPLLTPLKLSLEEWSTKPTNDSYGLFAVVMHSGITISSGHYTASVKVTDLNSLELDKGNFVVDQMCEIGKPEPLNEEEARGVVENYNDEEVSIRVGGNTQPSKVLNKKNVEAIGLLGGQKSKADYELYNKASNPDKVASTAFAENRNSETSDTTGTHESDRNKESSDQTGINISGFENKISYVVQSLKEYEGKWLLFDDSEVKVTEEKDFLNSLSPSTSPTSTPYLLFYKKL
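High-throughput fluorogenic screen: 1nM USP1/UAF1 complex, Ub-Rho substrate 150nM final, 50mM HEPES pH 7.8 with 0.5mM EDTA, 0.1 mg/ml BSA, 1mM TCEP and 0.01% Tween-20.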
Vif-APOBEC3G blk = Vif-A3G binding inhibition; Q9HC16; HeLa A3G-eYFP + Vif (tagged APOBEC3G with the HIV-1 protein that degrades it), YFP fluorescence, overnight; Potency, µM (top dose mostly 46.1 µM), without a hit: at the top dose activity, negative = active, most hits filed as inhibitors; hit rate 0.076% among 410,000;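 also: potency is read from the fitted curve at half-maximal effect; % is scaled to controls: 0 for no effect and ±100 for the full control effect; nearly all actives have a fitted effect of over 60% in size; hits raise eYFP signal because A3G escapes Vif-driven loss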
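HeLa cells stably expressing Vif and C-terminally eYFP-tagged A3G, seeded overnight at 37 deg C, then exposed to compound by pintool overnight at 37 deg C. Rise in yellow fluorescence (Ex 488/Em 500-530, Acumen) marks blocked Vif-driven A3G degradation.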
TrxR1 substrate = rat thioredoxin reductase 1 substrate activity; purified TrxR1 substrate turnover, NADPH consumption readout; hit rate 0.01% among 390,000; Potency, µM (series often up to 114 µM), without a hit: top-dose activity change, negative = substrate turnover; O89049; also: potency is read from the fitted curve at half-maximal effect; % is scaled to controls: 0 for no effect and ±100 for the full control effect; nearly all actives have a fitted effect of over 50% in size
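Rat TrxR1, dispensed at 90 nM, was prereduced with 400 uM NADPH (final) for 5 min at ~22 deg C, then incubated with compound 15 min before 400 uM selenite. A first-read NADPH fluorescence drop versus no-compound background flagged substrates.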
GRP78 ERSR act = ER stress response induction in glioma; U87-MG GRP78 promoter luciferase reporter, 16 h; Potency, µM, for inactives: at the top dose activation, most hits filed as activators; hit rate 0.02% among 420,000; also: potency is read from the fitted curve at half-maximal effect; series mostly up to about 76 µM; % of control where 0% means no effect; nearly all actives have a fitted effect of over 35% in size
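Stably transfected U87-MG glioma cells carrying a GRP78-based luciferase sensor; 16 h compound incubation. Luminescence end-point read 10 min after Bright-Glo addition at room temperature.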
LDHA block = blocks human lactate dehydrogenase A | activity change, % (values are at about 110 or 230 µM) | purified LDHA, NADH/diaphorase-resazurin fluorescence; stronger effect = lower value | P00338 | AID 1347041 | hit rate 0.15% among 480,000; in the data active = activity change below about -30%; inconclusive = mostly about -25% to -30%;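 also: plate controls were DMSO wells for no effect and wells without enzyme for full effect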
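Remaining NADH was detected by diaphorase (0.133 mg/mL) converting 37 µM resazurin to fluorescent resorufin, read at 0 and 20 minutes. The preceding 5-minute room-temperature reaction used 2 nM LDHA, 0.2 mM sodium pyruvate and 0.06 mM NADH at pH 7.4.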
Vif-A3F inh = inhibitors of Vif-A3F interaction; AID 602313; HeLa A3F-eYFP + Vif (tagged APOBEC3F with the HIV-1 protein that degrades it), YFP fluorescence increase; hit rate 0.2% among 390,000; Potency, µM (series often up to 46.1 µM), inactives show top-dose activity, negative = active; also: potency is read from the fitted curve at half-maximal effect; % of control where 0% means no effect; nearly all actives have a fitted effect of over 65% in size
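HeLa cells stably expressing Vif plus C-terminally eYFP-tagged A3F were seeded, incubated overnight at 37 deg C, dosed with compound, incubated overnight again at 37 deg C. Yellow fluorescence (Ex 488/Em 500-530) reported blocked Vif-mediated A3F-eYFP degradation.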
mIDH1 inhibitor = inhibitors of human mutant IDH1 R132H; Potency, µM (highest dose often 76.6 µM), for inactives: top-dose activity change, negative = inhibition, usual class: inhibitors; AID 602179; hit rate 0.093% among 390,000; O75874; IDH1-R132H enzyme, NADPH consumption, diaphorase/resazurin fluorescence; also: potency is read from the fitted curve at half-maximal effect; % is scaled to controls: 0 for no effect and ±100 for the full control effect; nearly all actives have a fitted effect of over 65% in size
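IDH1-R132H (0.5 ug/mL) preincubated 30 min with compound, then NADPH (0.016 mM) and alpha-KG (2 mM) added; 80 min at RT, pH 7.5. Remaining NADPH coupled via diaphorase/resazurin to fluorescence (540/590 nm); concentration-response curves normalized to no-enzyme control.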
PI4K2A inh = PI4K2A (human) kinase inhibition; purified PI4K2A, ADP-Glo luminescence, 1 h; stronger effect = lower value; activity change, negative = inhibition, % at 76.9 µM; hit rate 0.13% among 420,000; in the data active = activity change below about -50%; inconclusive = mostly about -30% to -49%;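 also: -100% = wells without enzyme as full effect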
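Compounds are screened against recombinant PI4K2A using PI as substrate and ATP, the latter dispensed at 300 microM. Reactions run one hour at ambient temperature before ADP-Glo detection; full inhibition defined by wells lacking enzyme.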
Numbers without * were called inactive; ? = inconclusive; . = no result given; [ ] = remark or other dose. Unless noted, calls follow the shape of the dose curve; as a rule, active = well fitted curve in the direction sought with a large enough effect; inconclusive = small, poorly fitted or top-dose-only effect, or another doubt; inactive = no such curve, though single readings can be large; an effect the other way counts as inactive or inconclusive. This is a subset, so the mix of outcomes need not match the whole.

Structure	RXFP1 agonist	USP1 inh	Vif-APOBEC3G blk	TrxR1 substrate	GRP78 ERSR act	LDHA block	Vif-A3F inh	mIDH1 inhibitor	PI4K2A inh
Cc1ccccc1NC(=O)NCCCN1CCCC1	2.5%	-13%	1%	9%[57.1 µM]	0%	-11	0%	2%	4
CCn1c(CS(=O)Cc2ccc(Cl)cc2Cl)nnc1SCc1c(Cl)cccc1Cl (centres undefined)	0.7%	8%	0%	-4%	-3%	-2	-5%	2%	-1
O=C(CCNC(=O)c1ccc([N+](=O)[O-])cc1)Nc1ccc(F)c(F)c1F	0.8%	-14%	4%	-2%	-2%	-5	0%	7%	-1
CC(C)(C)NC(=O)CN(C(=O)CCC(=O)Nc1nccs1)c1ccccc1F	.	-7%	2%	.	-7%	-2	3%	1%	-5
O=c1[nH]c2ccccc2n1C1CCN(CCOc2ccccc2)CC1	.	-21%	1%	.	-6%	-1	2%	6%	-6
CC(Oc1ccc(Cl)cc1)c1ccnc(N)n1 (centres undefined)	-0.3%	-5%	-3%	-18%[11.4 µM]	0%	0	-32%	12%	2
CCOc1c(Br)cc(CNC2CCCCCCC2)cc1OC	-0.5%	-10%	-3%	2%	-4%	-7	-16%	-9%	3
CC(=O)c1cccc(N2C(=O)CN(S(C)(=O)=O)CC2(C)C(=O)NC2CCCC2)c1 (centres undefined)	3.7%	-13%	1%	-2%	0%	2	2%	11%	0
Cc1ccc(S(=O)(=O)N2CCN(C3CC(=O)N(CCc4ccccc4)C3=O)CC2)cc1C (centres undefined)	-0.1%	-21%	0%	7%	-5%	-1	3%	1%	0
Cc1nn(Cc2c(Cl)cccc2Cl)c(C)c1N	1.4%	-3%	-2%	-3%	-5%	-3	4%	0%	-5
COCCn1c(N2CCCC2)nc2c1c(=O)[nH]c(=O)n2C	1.5%	-18%	-2%	-6%[57.1 µM]	-3%	-9	-15%	-2%	1
CCC(=O)c1ccc(OCC(=O)Nc2ccc3c(c2)OCCO3)cc1	.	1%	1%	6%[57.1 µM]	1%	1	-9%	-26%	-5
O=C(CCNC(=O)c1ccc(Cl)cc1)NC1CCCCCC1	1.1%	-5%	0%	-1%	5%	-5	-20%	5%	3
O=C(NCCCCCCCCNC(=O)c1cccc2ccccc12)c1cccc2ccccc12	.	-3%	1%	1%[11.4 µM]	-5%	-2	6%	6%	-7
COc1cc(C)nc(N(C)S(=O)(=O)c2ccccc2Cl)n1	1.7%	-13%	0%	1%	-1%	-9	-2%	1%	-3
COc1ccc(CC(C)N2CCN(c3ccccc3OC)CC2)cc1OC (centres undefined)	0.9%	-7%	1%	0%	-5%	4	-2%	12%	0
CCn1cc(/C=N/N=C2\CCC3C4CCc5cc(O)ccc5C4CC[C@]23C)c(C)n1 (some centres undefined)	2.8%	-18%	-14%	-7%[57.1 µM]	-2%	2	-1%	6%	1
CCNS(=O)(=O)c1ccc2c(c1)n(C)c(=O)n2C	3.0%	-13%	0%	10%	-6%	-8	2%	5%	6
CC(=O)c1c(O)cc(C)n(Cc2ccccc2)c1=O	.	-17%	6%	-3%	0%	-3	-10%	-1%	-8
CN(NC(=O)c1ccccc1Cl)c1ncc(C(F)(F)F)cc1Cl	-0.6%	-12%	1%	1%[57.1 µM]	-3%	-2	0%	8%	-3

The final 5 compounds of the part above open the next one:
Structure	RXFP1 agonist	USP1 inh	Vif-APOBEC3G blk	TrxR1 substrate	GRP78 ERSR act	LDHA block	Vif-A3F inh	mIDH1 inhibitor	PI4K2A inh
COc1ccc(CC(C)N2CCN(c3ccccc3OC)CC2)cc1OC (centres undefined)	0.9%	-7%	1%	0%	-5%	4	-2%	12%	0
CCn1cc(/C=N/N=C2\CCC3C4CCc5cc(O)ccc5C4CC[C@]23C)c(C)n1 (some centres undefined)	2.8%	-18%	-14%	-7%[57.1 µM]	-2%	2	-1%	6%	1
CCNS(=O)(=O)c1ccc2c(c1)n(C)c(=O)n2C	3.0%	-13%	0%	10%	-6%	-8	2%	5%	6
CC(=O)c1c(O)cc(C)n(Cc2ccccc2)c1=O	.	-17%	6%	-3%	0%	-3	-10%	-1%	-8
CN(NC(=O)c1ccccc1Cl)c1ncc(C(F)(F)F)cc1Cl	-0.6%	-12%	1%	1%[57.1 µM]	-3%	-2	0%	8%	-3
CCOC(=O)c1sc(NC(=O)CC2OC(=O)c3ccccc32)nc1C (centres undefined)	0.1%	-7%	-6%	3%[57.1 µM]	3%	-6	-5%	0%	-6
COc1cccc(CNC(=O)C2CCN(C(=O)N(C)C)CC2)c1	-0.4%	-5%	2%	7%[57.1 µM]	0%	-2	1%	16%	9
CS(=O)(=O)N1c2ccccc2[C@]2([C@@]34C[C@H]5C(=O)N[C@@H](Cc6ccccc6)C(=O)N5[C@@H]3N(S(C)(=O)=O)c3ccccc34)C[C@H]3C(=O)N[C@@H](Cc4ccccc4)C(=O)N3[C@H]12	.	-14%	0%	8%[57.1 µM]	-2%	-1	5%	0%	3
COCCNC(=S)N/N=C/c1ccc(OCc2ccc(C(=O)OC)cc2)cc1	-0.2%	-26%	0%	-2%	-2%	-5	-4%	4%	6
COc1cc2c(cc1OC)/C(=C/c1ccc(Br)cc1)C(=O)OC2	3.2%	-14%	-23%	14%[57.1 µM]	-5%	2	-3%	2%	-4
CNc1nc(Cl)nc2ncn(C)c12	.	-4%	1%	12%[57.1 µM]	-3%	-10	-12%	0%	3
CC1=C(C(=O)N2CCCCCC2)CC(CC(=O)NCCN2CCOCC2)C(=O)N1Cc1ccccc1 (centres undefined)	.	.	0%	.	-4%	-5	.	.	2
Cc1ccccc1C(=O)Nc1sc(C)c(C)c1C(=O)c1ccccc1	-0.5%	-7%	2%	-5%	-5%	-5	8%	5%	-3
Nc1nc(-c2ccc3c(c2)CCC(=O)N3)cs1	-1.0%	-21%	-8%	0%[11.4 µM]	1%	-1	3%	-3%	3
CC(C)(C)c1nnc(NC(=O)c2cccnc2Cl)s1	-2.3%	-9%	0%	?	4%	-4	2%	15%	-3

(listing goes on)
| Molecule | RXFP1 agonist | USP1 inh | Vif-APOBEC3G blk | TrxR1 substrate | GRP78 ERSR act | LDHA block | Vif-A3F inh | mIDH1 inhibitor | PI4K2A inh |
| --- | --- | --- | --- | --- | --- | --- | --- | --- | --- |
| CCc1cc(=O)oc2cc(OCC(N)=O)c(Cl)cc12 | 3.5% | 7% | 9% | 33% | -6% | -7 | -6% | 2% | -1 |
| Fc1ccccc1Cc1nnc2n1N=C(c1ccc(Cl)cc1)CS2 | 0.2% | -19% | 1% | -4% | -1% | -4 | -2% | -1% | 4 |
| Cc1ccc2c(c1)N(CC(=O)NCCCN1CCN(C)CC1)C(=O)CO2 | 2.3% | -19% | -1% | 4%[57.1 µM] | -5% | -2 | -4% | 5% | 0 |
| CCc1cc2c(NCCO)ncnc2s1 | 2.4% | -6% | -2% | 20% | -7% | -17 | 1% | 2% | -4 |
| CCOC(=O)c1c(C)[nH]c(C(=O)COC(=O)CNC(=O)c2ccc(Cl)cc2Cl)c1C | 0.8% | -12% | 1% | -2% | 0% | 0 | -9% | 6% | 44 |
| CCc1cccc(NC(=O)c2c(N3CCCC3=O)c3cc(C)ccc3n2C)c1 | 2.0% | ? | 0% | -15% | -2% | 1 | 6% | -1% | -1 |
| Cn1c2c(c(=O)n(C)c1=O)C(c1ccc(Br)cc1)Nc1ccccc1O2 (centres undefined) | -0.8% | -9% | 4% | -10% | -2% | 0 | -8% | -5% | 3 |
| COc1cc(NC(=O)C2CCCCC2)c(OC)cc1NC(=O)c1ccccc1 | 2.1% | -14% | -4% | 5% | -1% | 17 | 3% | 12% | 6 |
| Cn1c(=O)[nH]c(=O)c2c1nc(N1CCOCC1)n2Cc1ccccc1 | 2.9% | -15% | -1% | 3% | 0% | -8 | -12% | 5% | -2 |
| O=C(Oc1cccc(N2C(=O)CCC2=O)c1)c1ccccc1 | -1.5% | -11% | 1% | 3% | -6% | 4 | -5% | 6% | 6 |
| Cc1cc(C)n(-c2c(F)c(F)c(COC(=O)c3ccccc3)c(F)c2F)n1 | 0.6% | -16% | 1% | -1% | -4% | -2 | 8% | 11% | 2 |
| Cc1ccc(NC(=O)CSc2nnc(Cn3cnc4ccccc43)o2)cc1 | 0.2% | -20% | 1% | 2% | -2% | -6 | -5% | 8% | 4 |
| COc1ccc(/C=C2\SC(=O)N(CCNC(=O)CN3C(=O)NC4(CCCC4)C3=O)C2=O)cc1 | -0.7% | -3% | 1% | -15% | 0% | -1 | 6% | -9% | -1 |
